Bioassay records (PubChem)
human PMI inhibition – inhibitors of human PMI, primary screen, biochemical, fluorescence intensity, coupled assay (AID 1209) | inhibition, % at 20 µM; hits with a dose series show IC50 in µM | 0.42% of 190,000 active | purified PMI enzyme, coupled fluorescence intensity; higher % means a stronger effect;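 note: plate controls were DMSO vehicle for no effect and wells lacking substrate for full effect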
TNAP activators – human TNAP enzyme activators, primary screen, biochemical, luminescent, no phosphate acceptor, uHTS (AID 1001). purified TNAP, luminescent activation assay, no phosphate acceptor; higher activation fold means a stronger effect. activation fold at 20 µM, or EC50 in µM where a hit was titrated. 0.03% of 200,000 active; in the data active = activation fold from about 3, or a potency from the dose series; inactive = the rest, 99 in 100 with activation fold below about 1.6; note: many of its hits are not listed in these tables
WT yeast gro inh – growth inhibition of WT yeast, mitochondrial fusion screen | mitochondrial fusion phenotypic screen, WT strain | 2.1% of 190,000 active | inhibition, % at 10 µM; in the data active = inhibition above about 58%; tested in S. cerevisiae
RSV antiviral HEp-2 – RSV antiviral activity via CPE protection, HEp-2 cells, primary 10 µM value included (AID 2391) | 0.13% of 310,000 active | HEp-2 cells, RSV-induced CPE inhibition; higher % means a stronger effect | one-dose CPE inhibition, % at 10 µM; IC50 in µM for titrated hits; in the data active = a potency from the dose series; inconclusive = CPE inhibition mostly from about 23% at the one dose, without a potency; inactive = the rest, 99 in 100 with CPE inhibition below about 21%; note: strong numbers were not always called active
PMI inhibition – MPI inhibition at elevated mannose 6-phosphate – biochemical, fluorescence intensity, high mannose 6-phosphate, primary screen (AID 1220) | recombinant PMI enzyme, coupled fluorescence intensity; higher % means a stronger effect | inhibition, % at 20 µM; hits with a dose series show IC50 in µM | 0.66% of 190,000 active
Salmonella PhoP GFP – inhibitors of PhoP regulon expression, primary screen, Salmonella Typhimurium, GFP reporter (AID 1863) | one-dose inhibition, % at 50 µM; IC50 in µM for titrated hits | 0.16% of 300,000 active | S. Typhimurium PhoP-regulated promoter GFP reporter, 4 h; higher % means a stronger effect;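 active = inhibition over 29.93%, a cutoff 3 SD above the screen mean, later confirmed by dose response; inconclusive = inhibition over 29.93% but no dose response follow-up; inactive = inhibition at most 29.93% or unconfirmed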;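 note: 0% = low Mg2+ inducing control and 100% = high Mg2+ repressing control; strong numbers were not always called active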
Myeloid diff 2 – myeloid differentiation induction. 1% of 360,000 active. calls only at 10 µM. ER-HoxA9 myeloid progenitors, lysozyme-GFP differentiation, flow cytometry;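 active = normalized GFP-positive differentiation at or above the plate's own cutoff, the solvent-only control mean plus 3 SD; inconclusive = no clear call, values can overlap the other calls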;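 note: cells exposed to compound for four days before flow analysis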
XIAP antagonists – XIAP antagonists, biochemical, IAP family, fluorescence polarization (AID 1018); XIAP BIR domain, fluorescence polarization peptide displacement; higher % means a stronger effect; displacement, % at 20 µM; hits with a dose series show IC50 in µM; 0.007% of 200,000 active; in the data active = displacement above about 50%; note: a part of the inactive calls stands beside numbers as strong as those of hits
Siah-1 displacement – blockers of Siah-1 interaction with plectin peptide – biochemical, fluorescence polarization, rhodamine-plectin, uHTS, primary screen (AID 1817) | Siah-1 / rhodamine-plectin peptide fluorescence polarization; higher % means a stronger effect | displacement, % at 20 µM; hits with a dose series show IC50 in µM | 0.02% of 290,000 active;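 active = displacement of at least 50% at 20 µM, with a fluorescence ratio check between 0.3 and a set limit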;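 note: plate controls were Siah plus tracer with DMSO for no effect and tracer alone without Siah for full effect; strong numbers were not always called active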
WT yeast gro inh mutant strain – also measured in WT yeast gro inh; calls as there; inhibition, %; mitochondrial fusion phenotypic screen, mutant strain inhibition
Myeloid diff 2 GFP+ MAC1+ % – recorded beside Myeloid diff 2, whose call it bears; GFP+ MAC1+ double positive, %; measured here: differentiation confirmed by MAC1 staining
Active calls of the source: *; i = inactive; ? = inconclusive; / = no result given; + = active, no number. Cut-off read from the data, not from the text of the source, unless noted: active = inhibition above about 50%; inactive = the rest.

SMILES | human PMI inhibition | TNAP activators | WT yeast gro inh | WT yeast gro inh mutant strain | RSV antiviral HEp-2 | PMI inhibition | Salmonella PhoP GFP | Myeloid diff 2 | Myeloid diff 2 GFP+ MAC1+ % | XIAP antagonists | Siah-1 displacement
Cc1cccc(C)c1NC(=O)CCS(=O)(=O)c1cccc2nsnc12 | -8.5% | 1.1 | -2.9 | 2.1 | -1.2% | -14.5% | 8.7% | i | 3.2 | -1.7% | -2.6%
O=C(c1cccc(Oc2ccccc2)c1)N1CCOCC1 | / | / | / | / | 0.6% | / | 2.6% | i | 0.7 | / | -5.0%
Nc1nonc1N/N=C/c1c(O)ccc2ccccc12 | 13.9% | 1.1 | 6.6 | -12.8 | -2.3% | 25.2% | 1.4% | i | 0.5 | -5.6% | -5.7%
Cc1cc(CNC(=O)c2ccc(C)c([N+](=O)[O-])c2)c2ccccc2n1 | -69.7% | 1.1 | -8.1 | 7.5 | 6.1% | -62.4% | -7.9% | / | / | -2.2% | 3.1%
C#CC[N+]1(CC#Cc2cccc(C)c2)CCCCC1 | -9.7% | 1.1 | 8.2 | -27.9 | 0.9% | -5.9% | 4.2% | i | 0.7 | -4.1% | -2.7%
CC(C)Nc1nc(-c2ccccn2)nc(-c2ccccc2)c1C#N | -12.4% | 1.1 | -2.9 | 6.3 | 1.1% | -7.2% | -7.0% | i | 0.3 | -6.3% | -1.4%
Cc1ccc(C(=O)COC(=O)CNC(=O)c2ccc(Br)o2)cc1[N+](=O)[O-] | / | / | / | / | 1.4% | / | 0.7% | i | 0.4 | / | 0.5%
COc1ccc(-c2c(C(C)=O)c(C)n(C)c2C)cc1 | -11.3% | 1 | -3.2 | -14.4 | 19.6% | -19.5% | 8.6% | i | 1.7 | -4.6% | -0.6%
O=C(Nc1cccc(CCc2ccccn2)c1)c1ccc(Cl)cc1 | 0.4% | 1 | 31.5 | 17.0 | ? | 0.3% | 7.2% | / | / | -3.2% | 0.3%
CCn1c(SCc2nc3ccccc3s2)nnc1-c1ccccc1 | 5.0% | 1.1 | 14.2 | 20.7 | 3.0% | 4.5% | -3.0% | i | 0.5 | -2.8% | 0.0%
CCc1ccc(CC2(O)CC(C)N(C)CC2C)cc1 (stereo unspecified) | 0.4% | 1 | 0.5 | -16.1 | -0.1% | 0.1% | 0.2% | i | 0.9 | -5.6% | -2.2%
CCOc1cc(/C=C/C(=O)OCC(=O)NC2CCS(=O)(=O)C2)ccc1OCc1ccccc1 (stereo unspecified) | 12.4% | 1.1 | -10.5 | -10.6 | 4.2% | 4.0% | -1.2% | i | 0.8 | -8.1% | -7.1%
Cc1c(C=O)c2ccccc2n1CC(=O)NCc1ccc2c(c1)OCO2 | 5.0% | 1.1 | -25.7 | 2.5 | 4.5% | 2.7% | -2.6% | i | 0.5 | -4.7% | 15.3%
Cc1nc(-c2cccc(NC(=O)c3cccs3)c2)cs1 | 6.5% | 1.1 | -9.4 | -0.2 | 11.4% | 6.5% | 0.6% | i | 0.0 | -0.8% | 4.7%
COC(=O)Cc1cc(=O)n(-c2nc3ccccc3[nH]2)[nH]1 | -33.2% | 1.8 | -3.5 | -5.4 | 1.8% | -40.5% | -8.6% | i | 0.7 | -6.0% | 2.1%
COc1cc(OC)cc(C(=O)N[C@@H](CCSC)c2nc3ccccc3[nH]2)c1 | 1.0% | 1.1 | -12.5 | -1.5 | -1.6% | 1.8% | 0.1% | i | 0.2 | -5.5% | 15.3%
Cc1ccc(/C=N/c2sc3c(c2C#N)CCCCC3)o1 | 45.0% | 1.1 | 9.5 | 4.9 | 1.2% | 24.9% | -5.3% | i | 0.6 | -3.5% | 2.6%
Cc1ccccc1C(=O)Nc1ccc(N2CCOCC2)nc1 | 2.3% | 1.1 | / | / | -0.3% | 2.2% | 3.5% | i | 2.4 | -2.6% | 9.7%
COc1ccccc1N(CC(=O)N1CCCC1)S(=O)(=O)c1ccc(C)cc1 | / | / | / | / | 1.2% | / | 3.9% | i | 0.4 | / | 7.1%
Cc1ccccc1Cn1ccc(-c2ccc(Cl)cc2)c(C#N)c1=O | 2.4% | 1 | 8.2 | 9.7 | 1.2% | 7.5% | -0.2% | i | 0.7 | -1.3% | 15.0%
COc1ccc(C(=O)NC(=S)NCCO)cc1Br | 0.1% | 1.1 | -6.6 | -13.4 | 1.1% | -2.5% | 1.0% | i | 7.7 | -4.9% | 0.2%
Cc1cc(-c2n[nH]c(=S)n2Cc2ccco2)n(C)n1 | 1.6% | 1.2 | 4.4 | 12.0 | 2.1% | 3.4% | 3.9% | i | 1.7 | -2.1% | -0.5%
O=C1N=C(N2CCc3ccccc3C2)S/C1=C\c1cccc(O)c1 | 5.9% | 1 | -11.9 | 4.4 | 5.2% | -3.5% | -12.3% | i | 0.2 | -3.0% | -4.2%
Cc1cc(C)c2c(N)c(C(=O)c3ccc(Br)cc3)oc2n1 | / | / | / | / | 9.4% | / | -4.5% | i | 0.3 | / | -3.5%
Cc1nc(N2CCCCC2)sc1C(=O)c1cccc([N+](=O)[O-])c1 | 16.4% | 1.3 | 6.2 | 8.1 | 16.6% | 33.6% | -2.8% | i | 0.7 | -6.5% | -3.9%

Results in Salmonella PhoP GFP, for some of the entries so far:
SMILES | Salmonella PhoP GFP
O=C1N=C(N2CCc3ccccc3C2)S/C1=C\c1cccc(O)c1 | -12.3%
Cc1cc(C)c2c(N)c(C(=O)c3ccc(Br)cc3)oc2n1 | -4.5%
Cc1nc(N2CCCCC2)sc1C(=O)c1cccc([N+](=O)[O-])c1 | -2.8%

Compounds from the list above that contain a Cl atom (2):
SMILES | human PMI inhibition | TNAP activators | WT yeast gro inh | WT yeast gro inh mutant strain | RSV antiviral HEp-2 | PMI inhibition | Salmonella PhoP GFP | Myeloid diff 2 | Myeloid diff 2 GFP+ MAC1+ % | XIAP antagonists | Siah-1 displacement
O=C(Nc1cccc(CCc2ccccn2)c1)c1ccc(Cl)cc1 | 0.4% | 1 | 31.5 | 17.0 | ? | 0.3% | 7.2% | / | / | -3.2% | 0.3%
Cc1ccccc1Cn1ccc(-c2ccc(Cl)cc2)c(C#N)c1=O | 2.4% | 1 | 8.2 | 9.7 | 1.2% | 7.5% | -0.2% | i | 0.7 | -1.3% | 15.0%

The listing continues:
SMILES | human PMI inhibition | TNAP activators | WT yeast gro inh | WT yeast gro inh mutant strain | RSV antiviral HEp-2 | PMI inhibition | Salmonella PhoP GFP | Myeloid diff 2 | Myeloid diff 2 GFP+ MAC1+ % | XIAP antagonists | Siah-1 displacement
COc1ccc(O)c(/C=N/N=C2/C(=O)Nc3ccccc32)c1 | -1.8% | 0.8 | -11.8 | 10.7 | 7.0% | 3.8% | -7.8% | i | 0.1 | -6.4% | 4.8%
O=C(CSc1nc2ccc(NC(=O)CSc3nnnn3Cc3ccccc3)cc2s1)Nc1ccccc1 | 9.2% | 1 | -2.1 | -13.4 | 2.8% | 10.1% | -3.0% | i | 1.7 | -22.3% | 8.4%
COc1ccc(C(O)c2nc3ccccc3n2C)cc1OC (stereo unspecified) | 13.4% | 1.1 | -11.1 | 2.1 | 0.3% | 14.1% | -2.6% | i | 4.8 | -3.8% | 5.8%
COc1cccc(-c2nn(C)c3sc(C(=O)NCc4ccco4)cc23)c1 | 13.8% | 1.1 | -9.1 | -2.8 | 4.0% | 11.3% | -5.4% | i | 1.3 | -0.4% | -2.2%
COc1cc(/C=C2/C(=O)NN(c3ccc(C)c(Cl)c3)C2=O)cc([N+](=O)[O-])c1O | / | / | / | / | -0.7% | / | 18.0% | + | 13.3* | / | 2.0%
CCN(CC)S(=O)(=O)c1cccc(N2CC(O)=C(c3ccccc3)C2=N)c1 | / | / | / | / | -1.1% | / | -7.6% | i | 0.3 | / | 5.6%
CCc1nonc1NC(=O)c1oc2ccc(C)cc2c1C | / | / | / | / | 1.7% | / | 11.9% | i | 4.2 | / | -4.7%
CC(C(=O)NCCc1ccc(Cl)cc1)n1c(=O)c2cccn2c2cccnc21 (stereo unspecified) | / | / | / | / | 62.9% | / | 0.8% | i | 2.7 | / | 13.5%
COc1ccc(-n2nc(C(=O)NCC(=O)NC(C)C)c3ccccc3c2=O)c(OC)c1 | / | / | / | / | -0.3% | / | -9.1% | i | 0.6 | / | -2.1%
CCCCCCCCCC(=O)NNC(=O)c1c(O)c2ccccc2n(CCC)c1=O | -8.1% | 1.3 | -1.8 | -7.2 | 21.2% | -20.5% | -4.2% | i | 0.2 | 1.1% | 10.2%
CCN(CC)CC(=O)Nc1ccc2c(c1)N(C(=O)CN(CC)CC)c1ccccc1CC2 | 3.9% | 1.1 | 10.1 | 16.1 | -2.4% | 0.5% | -3.8% | i | 1.8 | -12.2% | -2.7%
CC(=O)CC1(O)C(=O)N(CN2CCN(c3ccccc3)CC2)c2ccccc21 (stereo unspecified) | 13.4% | 1.1 | -6.2 | -4.5 | -0.3% | 8.4% | -1.3% | i | 2.6 | -0.6% | -4.9%
CNc1ccc(Br)cc(C(=O)/C=C/c2ccc3c(c2)OCO3)c1=O | 18.9% | 0.8 | -0.6 | -5.4 | 2.1% | 2.9% | -5.8% | i | 0.8 | -4.0% | 16.0%
CCOC(=O)CC1C(=O)NCCN1S(=O)(=O)c1ccccc1Cl (stereo unspecified) | -7.5% | 1 | 10.1 | -2.3 | -1.1% | -6.8% | -7.0% | i | 1.0 | -3.9% | -0.2%
CN(c1ccccc1)C(c1ccc(F)cc1)c1nnnn1CC1CCCO1 (stereo unspecified) | 10.0% | 1.1 | -12.7 | 1.4 | -0.2% | 8.8% | 3.5% | i | 1.0 | -4.7% | 0.5%
O=C(CC1C(=O)NCCN1C(=O)Nc1ccccc1)Nc1cccc(C(F)(F)F)c1 (stereo unspecified) | 24.2% | 1.1 | -4.5 | 2.8 | -0.3% | 22.1% | 2.8% | + | 2.2* | 0.4% | 2.6%
Cc1ccc(-n2ncc3c2CCCC3NC(=O)CCCN2CCCC2=O)cc1C (stereo unspecified) | / | / | / | / | 0.6% | / | -1.7% | i | 0.6 | / | 1.0%
Cc1onc(-c2ccccc2Cl)c1C(=O)N(C)Cc1ccccc1 | / | / | / | / | 1.8% | / | -0.2% | i | 0.5 | / | -3.4%
O=C(CCn1c2c(c3ccccc31)CCCC2)NNC(=O)c1ccc(Cl)c([N+](=O)[O-])c1 | 12.1% | 1.5 | -18.3 | -12.7 | 1.2% | 5.6% | -8.7% | i | 0.4 | -6.7% | -1.6%
COc1cccc(C(=O)Nc2nc3ccccc3s2)c1 | / | / | / | / | 0.0% | / | -3.8% | i | 0.6 | / | 0.7%
COc1ccccc1CNC(=O)c1ccc(CS(=O)(=O)c2ccccc2C)o1 | / | / | / | / | 2.7% | / | -4.4% | i | 1.6 | / | 0.7%
COc1cc(-c2noc(CCCC(=O)NC3CCCCC3)n2)cc(OC)c1OC | -20.2% | 1.1 | / | / | -0.3% | -29.1% | -0.5% | i | 0.7 | -0.3% | -5.5%
O=C(CCc1nnc2ccc(NCCCN3CCCC3=O)nn12)NCc1ccccc1Cl | / | / | / | / | 3.2% | / | 4.8% | i | 1.0 | / | 4.3%

Hits appear at their usual frequency; any-hit rate near 3.1%.
